# Tb MetRS inh: blocks T. brucei methionyl-tRNA synthetase activity; purified T. brucei MetRS, ATP depletion, Kinase-Glo luminescence; inhibition, % at 11.9 µM; hit rate 0.4% among 360,000; AID 624268;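 active = inhibition above a per-plate cutoff of the control wells' mean inhibition plus 3 SD, cut at about 5.5% in these data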;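 note: 0% = DMSO wells median and 100% = median of wells with control inhibitor compound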
#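 Material – parasite MetRS enzyme · Medium – HEPES-MgCl2-KCl buffer plus DTT, spermine, BSA, pyrophosphatase · Reagent – ATP, methionine and E. coli bulk tRNA substrates · Times – 15 min enzyme-compound preincubation, 2 h reaction, 10 min detection, 25 °C · Measured by – luminescence of leftover ATP · Evaluation – percent inhibition relative to median high and low control wells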
# STEP inh: inhibitors of human striatal-enriched phosphatase STEP. recombinant STEP, OMFP fluorogenic substrate, fluorescence. P54829. hit rate 0.25% among 360,000. inhibition, % at 20 µM;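 active = inhibition at 20 µM, scaled per plate between control wells, above about 37%, limit read from the data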;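 note: 0% = DMSO with enzyme and substrate and 100% = substrate only without enzyme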
# Target sequence (P54829 whole entry, looked up): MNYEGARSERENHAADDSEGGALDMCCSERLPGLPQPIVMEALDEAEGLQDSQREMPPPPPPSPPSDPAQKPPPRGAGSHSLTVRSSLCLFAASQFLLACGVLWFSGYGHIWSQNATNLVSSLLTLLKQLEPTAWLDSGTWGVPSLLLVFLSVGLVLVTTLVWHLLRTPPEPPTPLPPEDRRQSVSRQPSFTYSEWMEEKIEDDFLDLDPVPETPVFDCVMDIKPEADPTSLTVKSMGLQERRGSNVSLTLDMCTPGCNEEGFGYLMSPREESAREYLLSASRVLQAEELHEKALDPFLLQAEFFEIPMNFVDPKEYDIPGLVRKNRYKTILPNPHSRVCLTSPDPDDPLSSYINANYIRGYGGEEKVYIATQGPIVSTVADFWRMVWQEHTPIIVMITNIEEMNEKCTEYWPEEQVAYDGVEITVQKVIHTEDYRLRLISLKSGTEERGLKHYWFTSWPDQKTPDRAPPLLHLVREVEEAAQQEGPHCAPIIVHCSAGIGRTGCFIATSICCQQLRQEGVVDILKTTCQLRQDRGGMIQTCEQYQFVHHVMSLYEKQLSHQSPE
#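 material = STEP tyrosine phosphatase | reagent = fluorogenic phosphatase substrate OMFP at 25 µM final | doses = single compound dose of 20 µM, 1% DMSO final | schedule = 20 min reaction, room temperature, in the dark | measured by = fluorescence, 480/540 nm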
# LMPTP block: LMPTP (human) inhibition; P24666; recombinant LMPTP-A, OMFP fluorogenic substrate, fluorescence intensity; inhibition, % at 20 µM; hit rate 0.22% among 360,000;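 active = compounds that cut the enzyme signal by at least half of the control window in the single-dose screen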;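 note: plate controls were DMSO wells with enzyme plus substrate for no effect and substrate without enzyme for full effect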
# Target sequence (P24666 whole entry, looked up): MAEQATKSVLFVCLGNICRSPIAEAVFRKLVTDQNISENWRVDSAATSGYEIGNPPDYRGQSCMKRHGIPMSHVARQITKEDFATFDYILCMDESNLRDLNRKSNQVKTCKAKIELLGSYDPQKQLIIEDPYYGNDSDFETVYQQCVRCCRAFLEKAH
#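 test system = LMPTP-A | amount = 0.625 nM LMPTP-A final | reagent = fluorogenic phosphatase substrate OMFP at 400 µM final | incubation = 50 min at room temperature | benchmarks = no-enzyme low control, uninhibited high control | medium = Bis-Tris pH 6.0, DTT, detergent | signal = fluorescence intensity of OMFP turnover product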
# Scp-1 inhibitor: blocks human Scp-1 phosphatase activity; inhibition, % at 20 µM; hit rate 0.88% among 340,000; AID 493091; Recombinant Scp1, phosphopeptide, malachite green phosphate absorbance; Q9GZU7;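 active = inhibition above about 50% at 20 µM, limit read from the data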;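 note: plate controls were DMSO wells with enzyme for no effect and wells lacking enzyme for full effect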
# Target sequence (Q9GZU7 76-261 limits assumed): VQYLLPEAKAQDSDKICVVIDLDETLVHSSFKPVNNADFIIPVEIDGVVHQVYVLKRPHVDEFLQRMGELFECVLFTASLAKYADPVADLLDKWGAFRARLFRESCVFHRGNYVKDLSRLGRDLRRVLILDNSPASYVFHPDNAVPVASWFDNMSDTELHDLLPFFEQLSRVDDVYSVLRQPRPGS
#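 Test system: SCP-1 catalytic domain; Buffer or medium: Acidic Tris acetate buffer with magnesium and detergent; Also added: Phosphorylated 17-residue peptide substrate; Compound: single 20 µM dose, 1% DMSO; Schedule: enzyme reaction 45 min at room temperature, colour 5 min, stabilisation 30 min; Signal: Phosphate-binding colour reagent, absorbance read at 630 nm.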
# bovine MsrA act: bovine methionine sulfoxide reductase A activation. purified bovine MsrA, absorbance read-out. activation, % at 10.6 µM. hit rate 0.3% among 360,000. AID 602163; in the data active = activation above about 7.5%;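 note: 0% = vehicle and 100% = reference activator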
# DNMT1 inh: DNMT1 (human) enzyme inhibition; P26358; DNMT1 molecular beacon, Hinp1I cleavage, fluorescence; inhibition (reported as % activation of signal), % at 10 µM; hit rate 0.83% among 360,000; in the data active = inhibition above about 50%
# SUMO1-SIM PPI: alters human SUMO1 binding to SIM partners; inhibition, % at 20 µM; hit rate 0.33% among 360,000; SUMO1 binding to a labelled peptide, TR-FRET, 1 h; P63165; AID 602429; in the data active = inhibition above about 37%
# Target sequence (P63165 whole entry, looked up): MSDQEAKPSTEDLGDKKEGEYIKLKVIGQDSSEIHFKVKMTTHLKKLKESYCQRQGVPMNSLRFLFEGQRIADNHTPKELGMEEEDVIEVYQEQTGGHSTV
# eLon inh: inhibitors of E. coli Lon protease | hit rate 0.42% among 360,000 | purified E. coli Lon protease, fluorescence polarization | P0A9M0 | inhibition, % at 7.94 µM; in the data active = inhibition above about 13%, passing the limit was not always enough;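 note: 0% = enzyme with probe and DMSO and 100% = no enzyme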
# NRP1-CendR mod: NRP-1/CendR interaction modulation; inhibition, % at 25 µM; O14786; FAM-RPARPAR peptide binding to NRP-1, fluorescence polarization; hit rate 0.85% among 360,000;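 active = inhibition or corrected inhibition above about 18%, plus a signal ratio from 0.5 to 1.5, limit read from the data, passing the limit was not always enough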; note: strong numbers were not always called active
# MsrA inh: bovine MsrA inhibition | purified bovine MsrA, absorbance read-out | inhibition, % at 15.5 µM | hit rate 0.75% among 360,000 | AID 651718; in the data active = inhibition above about 4.5%;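 note: 0% = vehicle wells with enzyme and 100% = reference inhibitor wells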
# Numbers without * were called inactive; nt = no result given.
SMILES,Tb MetRS inh,STEP inh,LMPTP block,Scp-1 inhibitor,bovine MsrA act,DNMT1 inh,SUMO1-SIM PPI,eLon inh,NRP1-CendR mod,MsrA inh
CCNc1ccc2c(Cl)cc(=O)oc2c1,-0.9,0,-0.2,-4,1,-4,-12,12,0,2.3
CCN(CC)S(=O)(=O)c1ccc(Cl)c(NC(=O)c2ccccc2C)c1,-1.1,-1,0.4,-14,2,-4,1,-7,-4,1.0
O=C(NCCc1ccccc1)C1CCN(Cc2ccccc2F)CC1,-0.5,-2,-0.2,7,-8,3,-1,8,0,-1.1
COc1ccc(/C(C)=N/NC(=O)CNC(=O)C2COc3ccccc3O2)c(OC)c1 (stereo unspecified),0.3,1,-1.7,-8,2,0,-2,-7,4,2.2
Cc1ccc([N+](=O)[O-])cc1N=Nc1c(-c2ccc([N+](=O)[O-])cc2)[nH]n(C(N)=S)c1=O,-0.7,9,27,63*,-2,21,18,-2,-8,nt
CCc1nc(SCc2cccnc2)c2c(=O)n(C)c(=O)n(C)c2n1,-0.3,0,4.8,-1,-4,-3,2,-2,-7,0.1
CCOc1ccc2nc(SC(C)C(N)=O)[nH]c2c1 (stereo unspecified),0.1,-2,-2.0,-1,1,-3,1,-1,-2,-0.1
CCSc1ncc(C)cc1[N+](=O)[O-],-0.9,1,-1.3,4,-9,2,-19,9,-1,-0.8
Cc1ccccc1C(=O)N=c1ccn(-c2nc3ccccc3nc2NS(=O)(=O)c2ccc(F)cc2)cc1,-0.2,2,0.4,25,-4,0,-13,3,138,1.2
COc1ccc(-c2[nH]nc3c2C(c2ccoc2)C(C#N)=C(N)O3)cc1 (stereo unspecified),-0.7,-5,-0.9,1,-7,-9,-4,-1,-7,-0.7
C/C(=N\NS(=O)(=O)c1ccc(Br)cc1)c1ccncc1,-0.4,0,-0.7,-4,-1,2,0,2,-1,0.6
CCOc1ncccc1C(=O)Nc1cccc(C(=O)Nc2cccc(S(=O)(=O)CCO)c2)c1,0.4,1,-1.7,2,4,1,13,-16,1,-0.8
COc1ccc(S(=O)(=O)N2CCN(c3ccccn3)CC2)c(OC)c1,-1.8,-4,0.8,0,-1,2,2,7,3,0.0
CCOC(=O)/C(N=Nc1c(C)n(C)n(-c2ccccc2)c1=O)=C(/O)c1ccccc1,-0.9,1,2.0,-1,-10,1,-3,-2,32*,0.7
Cc1oc(-c2ccccc2)nc1CS(=O)CC(=O)N1CCc2ccccc2C1 (stereo unspecified),0.0,0,-0.9,-4,-3,-4,5,-5,-7,0.8
Cc1ccccc1-n1c(-c2ccc3ccccc3n2)n[nH]c1=S,0.2,1,0.4,-4,1,3,-2,2,0,0.5
O=C(c1cc2cc(F)ccc2[nH]1)N1CCN(C(=O)c2ccco2)CC1,0.0,-1,-3.3,0,-2,-4,5,-4,4,-0.7
Cc1ccc(-c2nc3ncccc3o2)cc1NC(=O)COc1ccccc1,-0.1,0,0.8,-1,-2,-1,5,-8,-8,-0.4
CC(C)(C)S(=O)N1Cc2cc(CO)ccc2[C@H]1CCO (stereo partly specified),-2.1,2,-0.6,nt,-8,1,-1,4,-10,1.1
Cc1ccc2nc(SCC(=O)NCc3ccco3)c(C#N)cc2c1,-0.6,0,-0.6,11,-6,10,-3,-2,-14,0.8

# Entries from the list above that contain a Cl atom:
SMILES,Tb MetRS inh,STEP inh,LMPTP block,Scp-1 inhibitor,bovine MsrA act,DNMT1 inh,SUMO1-SIM PPI,eLon inh,NRP1-CendR mod,MsrA inh
CCNc1ccc2c(Cl)cc(=O)oc2c1,-0.9,0,-0.2,-4,1,-4,-12,12,0,2.3
CCN(CC)S(=O)(=O)c1ccc(Cl)c(NC(=O)c2ccccc2C)c1,-1.1,-1,0.4,-14,2,-4,1,-7,-4,1.0

# Next section:
SMILES,Tb MetRS inh,STEP inh,LMPTP block,Scp-1 inhibitor,bovine MsrA act,DNMT1 inh,SUMO1-SIM PPI,eLon inh,NRP1-CendR mod,MsrA inh
COCCNC(=O)c1ccccc1NC(=O)CSc1ccc(C)cc1,-1.6,0,0.5,2,-15,0,7,-3,7,0.4
COc1cccc(CC(=O)Nc2cc(S(=O)(=O)N3CCOCC3)ccc2OC)c1,-0.2,-1,-0.7,-7,-1,-5,0,-3,-7,0.4
O=C(c1ccco1)N1CCN(C(c2ccccc2F)c2nnnn2CC2CCCO2)CC1 (stereo unspecified),-0.9,-2,-1.2,8,-9,-3,-3,-3,-1,1.6
Cc1cc(N2CCOCC2)nc(SCC(=O)c2ccccc2)n1,0.1,1,-0.5,-2,-2,1,7,-2,-1,-0.1
O=C(CSc1nnc(-c2ccccc2O)o1)Oc1ccc(OCc2ccccc2)cc1,-1.5,2,1.3,-2,-7,6,15,-1,-1,-0.5
O=C(NCc1ccccc1)C(c1ccc(-c2ccccc2)cc1)n1c(=O)c(-c2cc3ccccc3[nH]2)nc2ccccc21 (stereo unspecified),0.5,nt,4.8,nt,nt,nt,0,nt,-2,-1.0
COc1ccc(N(C(=O)c2cnccn2)C(C(=O)NC2CCCCC2)c2ccccc2)cc1 (stereo unspecified),-0.6,-4,-1.2,3,-5,-1,0,-13,10,0.1
O=[N+]([O-])c1ccc(/C=N/Nc2ccnc3cc(Cl)ccc23)o1,0.3,0,8.2,-1,-5,20,-17,-82,-77,4.0
Cc1onc(-c2ccccc2)c1C1=N/C(=C\c2ccccc2F)C(=O)O1,-0.4,-2,-0.7,-5,-1,2,-6,-5,0,-0.3
Cc1cc(C(=O)N2CCC(Cc3ccccc3)CC2)ccc1[N+](=O)[O-],-0.7,1,1.1,-6,-6,1,-14,2,-3,-0.5
COc1ccc(OCC(O)CN2CCN(c3ccccc3)CC2)cc1 (stereo unspecified),0.1,-6,-0.5,8,-3,-1,-1,7,3,2.4
CC1(C)Cc2c(cnn2-c2ccccc2)C(=O)/C1=N\NC(=O)c1ccncc1,-0.9,5,-0.5,1,-12,5,-20,-6,13,-0.3
CCN1C(=O)N[C@@H](CCc2ccccc2)[C@@H](C(=O)OC)[C@H]1C,-0.2,0,0.2,-2,-1,4,1,-8,16,0.9
O=C(c1cc(-c2ccccc2Cl)nc2ccccc12)N1CCOCC1,-0.4,3,0.7,-3,-1,-1,4,-3,-1,-0.6
O=C(Cc1c[nH]c2ccccc12)N/N=C/c1ccc(F)cc1,0.3,-2,0.0,-8,-3,0,-8,1,15,-0.6
CCn1c2ccccc2c2cc(NC(=O)C(=O)NCC3CCCO3)ccc21 (stereo unspecified),-0.4,-4,-0.1,-1,-1,2,2,-1,-1,-0.9
CC1CCCN(C(=O)COC(=O)CNC(=O)c2ccc(Br)cc2)C1 (stereo unspecified),-0.3,1,0.2,0,-2,2,10,-10,8,0.7
COc1ccc(SC[C@H](C)CN2CC[C@H](C(C)(C)C)CCC2=O)cc1,-0.3,4,2.7,2,2,0,10,6,4,0.3
CC(=O)Nc1ccc(S(=O)(=O)N2CCSC2c2ccc(C)cc2)cc1 (stereo unspecified),-0.5,-3,1.6,-10,-1,-4,-6,3,15,-0.1
CCNc1ccc(Br)cc(C(=O)/C=C/c2ccccc2Cl)c1=O,-0.2,9,26,-10,-2,77*,19,-4,-156,1.9
COC(=O)c1[nH]c2cccc(C)c2c1NC(=O)CN1CCN(c2ccccc2OC)CC1,-0.5,2,-1.9,-13,-4,-2,-4,1,2,-0.7
O=C(COc1ccccc1)N1CCN(c2ccccc2)CC1,-0.5,1,-0.9,-3,-3,0,2,-9,-10,-0.5
O=C(NCC(c1cccs1)N1CCOCC1)c1cccc(S(=O)(=O)Nc2ccc(F)cc2)c1 (stereo unspecified),-0.1,0,0.9,-10,-1,2,-2,-11,-8,-0.3
COc1ccc(C(=O)N2CCC(C(=O)O)CC2)c2ccccc12,-0.6,2,-1.4,7,-1,2,-2,1,-3,0.0
CNC(=O)COC(=O)c1ccc(Cl)c(S(N)(=O)=O)c1,6.4*,1,-0.6,-8,-2,1,-9,-2,3,-2.2
CCCN1C(=O)/C(=C2\SC(N3CCCCC3)=NC2=O)c2ccccc21,-0.2,8,5.3,0,0,0,-27,-4,12,-0.1
COc1cccc(CN(C)C[C@@H]2OCc3cnnn3CCCC(=O)N([C@H](C)CO)C[C@H]2C)c1,-0.8,-3,-0.9,nt,-3,5,4,-9,2,-0.9
COCCNC(=O)c1ccc2nc(Cc3ccc(OC)c(OC)c3)oc2c1,0.7,2,-1.9,-10,0,3,1,-3,4,0.2
Cn1cc(CN2CCC(C(=O)Nc3ccc(Oc4ccccc4F)cc3)CC2)cn1,-0.2,-1,-0.3,6,-9,0,-2,6,11,-0.3
O=C(C1CCN(c2nnc(-n3cccc3)s2)CC1)N1CCCCC1,-0.6,0,0.1,-1,-4,-2,5,-9,3,-0.5
COc1ccccc1NC(=O)NCCC1=CCCCC1,0.0,-2,0.7,-12,-2,0,0,-7,-5,0.2
CCOC(=O)C1(Cc2ccccc2C(F)(F)F)CCN(C2CCN(C(C)=O)CC2)CC1,0.8,-2,1.7,-7,-4,1,-3,-16,0,1.5
CSc1ccc(/C=C/c2cc(=O)c3ccccc3[nH]2)cc1,3.9,1,1.4,2,-3,-1,-9,5,2,2.6
NC(Cc1ccc(C(F)(F)F)cc1)c1csc(Nc2cc(NCc3ccco3)ncn2)n1 (stereo unspecified),-0.3,1,1.3,nt,-3,-29,-30,2,-20,0.5
Cc1cccc(N(CC(=O)NCC2CCCO2)C(=O)CNS(=O)(=O)c2ccc(Cl)cc2)c1 (stereo unspecified),-0.8,-3,-1.6,-7,-2,1,1,1,6,-0.8
OCCNc1c2ccccc2nc2ccccc12,0.6,6,19,-8,-3,59*,-17,4,-2,1.1
NC(=O)CNC(=O)[C@@H]1CC2(CC(c3cccc(Br)c3)=NO2)CN1C(=O)c1ccc(Br)cc1 (stereo partly specified),-0.2,0,-1.4,-9,-5,-9,-3,5,2,-0.4
Cc1ccc(S(=O)(=O)CCC(=O)OCC(=O)N2c3ccccc3CC2C)cc1 (stereo unspecified),0.0,1,-0.9,-10,-6,0,-3,-5,9,-0.8
CCn1c(C)cs/c1=N\C(=S)Nc1ccccc1C,0.3,0,-1.8,2,-5,5,0,-7,-3,0.6
COc1ccc(N2CCN(C(=O)CCCn3nnnc3CN3CCOCC3)C(C)C2)cc1 (stereo unspecified),-0.3,1,-0.1,-10,-3,-1,-1,15,4,-0.4
N=C(N)SCCN,-0.6,-3,-3.4,-12,-1,1,6,4,-8,0.5
Cc1cccc(C(=O)NCCC(=O)Nc2ccc(C#N)cc2)c1,-1.0,1,-1.2,6,-8,-1,5,6,10,-0.9

# From PubChem BioAssay
